Compound activity as filed in PubChem BioAssay.
SENP1 inh – blocks the human SENP1 SUMO protease catalytic domain; Q9P0U3; recombinant SENP1 catalytic domain, CyPet-SUMO1-YPet FRET cleavage; inhibition, % at 10 µM; 360,000 tested, 0.21% active;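 active = inhibition at least 30% at 10 µM, raw YFP signal under a set limit, fluorescence ratio 0.5 to 1.5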;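 also: 0% = enzyme with DMSO and 100% = no enzyme wells; some results filed as inactive read as strong as hits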
Target sequence (Q9P0U3 419-644 limits assumed): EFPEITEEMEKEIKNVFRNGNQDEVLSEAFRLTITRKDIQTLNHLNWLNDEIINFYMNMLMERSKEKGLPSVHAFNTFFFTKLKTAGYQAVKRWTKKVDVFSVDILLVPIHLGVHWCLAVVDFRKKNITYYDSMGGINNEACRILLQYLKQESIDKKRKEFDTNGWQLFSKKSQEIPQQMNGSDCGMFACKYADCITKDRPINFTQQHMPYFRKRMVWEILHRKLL
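Material: hSENP1 catalytic domain, recombinant; medium: Tris pH 8 with BME, BSA, NP40 and catalase; compound: single concentration of 10 µM compound, 0.5% DMSO final; technique: FRET read of cyan and yellow fluorescence; timing: 50 min enzyme reaction, room temperature, light-protected; reagent: SFCypet-SUMO1-SFYpet substrate at 25 nM; control set: no-enzyme low, enzyme-DMSO high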
HKDC1 inhibitor – HKDC1 (human) hexokinase inhibition; Q2TB90; recombinant HKDC1, G6PDH/diaphorase resazurin coupled fluorescence; inhibition, % at 20 µM; 340,000 tested, 0.16% active; AID 493160;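 active = inhibition above about 35% when tested at 20 µM, limit read from the data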;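 also: plate controls were DMSO wells with enzyme for no effect and DMSO wells lacking enzyme for full effect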
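Assay system: in-house recombinant HK5 (HKDC1) enzyme. Input: HKDC1 at 5 µg/mL. Medium: Tris pH 8.0 buffer with MgCl2, Tween-20, BSA, BME. Dosing: single 20 µM dose. Schedule: 90 min reaction incubation at room temperature, dark. Signal: resazurin-to-resorufin fluorescence via G6PDH and diaphorase coupling, 525/613 nm. Controls: DMSO-enzyme wells negative, buffer-substituted wells positive.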
beta cell repl – induces beta-cell replication in MIN6 cells. MIN6 cells proliferation, ATPlite luminescence, 48 h; cells starved in 0.2% serum; 100% = growth in 10% serum. proliferation, % at 10 µM. 330,000 tested, 0.29% active. AID 2380;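 active = compounds whose signal lies at least 3.5 SD above the mean of all wells on their plate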;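 also: 0% = DMSO-treated cells in low-serum medium and 100% = 10% serum control; some compounds called inactive have numbers as strong as hits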
SENP6 block – blocks the human protease SENP6 | AID 2599 | 330,000 tested, 1.8% active | Recombinant SENP6 catalytic domain, aminoluciferin luminescence | inhibition, % at 10 µM | Q9GZR1;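 active = inhibition above about 50% at the single tested dose, limit read from the data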;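 also: plate controls were DMSO wells with enzyme for no effect and DMSO wells lacking enzyme for full effect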
Target sequence (Q9GZR1 628-1112 limits assumed): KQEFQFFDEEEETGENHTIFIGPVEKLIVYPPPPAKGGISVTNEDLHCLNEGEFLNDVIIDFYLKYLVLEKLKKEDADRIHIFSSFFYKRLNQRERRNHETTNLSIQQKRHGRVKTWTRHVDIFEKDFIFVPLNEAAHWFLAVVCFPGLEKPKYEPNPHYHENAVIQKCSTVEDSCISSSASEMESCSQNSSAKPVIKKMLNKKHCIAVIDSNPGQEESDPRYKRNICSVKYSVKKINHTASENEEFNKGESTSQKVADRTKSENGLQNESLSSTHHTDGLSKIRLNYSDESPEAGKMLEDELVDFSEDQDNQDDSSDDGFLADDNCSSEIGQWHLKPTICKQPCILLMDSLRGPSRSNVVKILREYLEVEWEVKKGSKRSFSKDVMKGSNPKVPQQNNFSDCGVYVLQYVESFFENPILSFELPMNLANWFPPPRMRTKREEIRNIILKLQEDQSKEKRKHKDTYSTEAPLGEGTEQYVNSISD
SENP7 block – inhibitors of human SENP7 protease; Q9BQF6; AID 434973; recombinant SENP7, Z-RLRGG-aminoluciferin luminescence, 40 min; inhibition, % at 5 µM; 330,000 tested, 1.5% active;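 active = inhibition above about 50% at the single test dose, limit read from the data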;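 also: plate controls were DMSO with enzyme for no effect and no enzyme buffer wells for full effect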
PfG6PD inh – PfG6PD (Plasmodium falciparum) enzyme inhibition; 350,000 tested, 0.78% active; inhibition, % at 20 µM; PfGluPho enzyme, NADPH resazurin-diaphorase fluorescence; AID 504690;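 active = inhibition reaching at least a set limit at 20 µM in the primary screen, cut at about 59% in these data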;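 also: 0% = DMSO wells with substrate and 100% = DMSO wells lacking glucose-6-phosphate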
SENP8 block-1 – SENP8 (human) protease inhibition. recombinant SENP8, Nedd8 substrate fluorescence. Q96LD8. 360,000 tested, 0.64% active. AID 602440. inhibition, % at 20 µM; in the data active = inhibition mostly above about 40%, no sharp cut-off; inactive = mostly below about 27%
Target sequence (Q96LD8 whole entry, looked up): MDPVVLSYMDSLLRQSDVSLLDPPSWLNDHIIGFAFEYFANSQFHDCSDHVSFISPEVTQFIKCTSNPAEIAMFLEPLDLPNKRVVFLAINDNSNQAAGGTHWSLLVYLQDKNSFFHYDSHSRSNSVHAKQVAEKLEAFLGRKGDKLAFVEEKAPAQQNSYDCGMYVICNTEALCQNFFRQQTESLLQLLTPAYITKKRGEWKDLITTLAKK
SENP8 block-2 – blocks the human protease SENP8. inhibition, % at 10 µM. purified SENP8, Z-RLRGG-aminoluciferin cleavage, luminescence. Q96LD8. AID 2540. 330,000 tested, 1.2% active; in the data active = inhibition above about 50%
UBC13 inh – human UBC13 polyubiquitination inhibition. P61088. UBC13 polyubiquitin chain formation, TR-FRET. inhibition, % at 20 µM. 330,000 tested, 0.47% active. AID 485273; in the data active = inhibition above about 45%, passing the limit was not always enough; inconclusive = no clear call, values can overlap the other calls
An asterisk follows results filed as active; u = inconclusive; x = not tested or not shown.

mol	SENP1 inh	HKDC1 inhibitor	beta cell repl	SENP6 block	SENP7 block	PfG6PD inh	SENP8 block-1	SENP8 block-2	UBC13 inh
O=C(NCc1nnc2n1CCCCC2)c1ccc(Cl)cc1Cl	2.6	-7.0	-2.2	-14.7	-4.8	-17.1	30.8	3.6	0.6
O=C(CCC(=O)N1CCN(S(=O)(=O)c2ccccc2)CC1)NC1CCCc2ccccc21 (stereo not given)	-1.5	-13.8	2.9	-2.9	4.2	-2.1	8.1	-0.4	4.9
Cc1c2cn[nH]c(=O)c2c(C)n1Cc1ccc(F)cc1	-6.9	-3.6	-2.2	-6.4	-3.8	1.3	-38.0	6.5	-2.1
COc1ccc(S(=O)(=O)Cc2ccc(C(=O)N3CCN(Cc4ccccc4)CC3)o2)cc1	2.2	-1.8	-2.8	-4.5	3.4	6.1	-3.8	3.2	5.8
CCOc1ccccc1N1CCN(C(=O)c2cc(-c3cccnc3)nc3c(Cl)cccc23)CC1	-1.5	-0.8	-6.1	-11.6	-4.1	12.0	-0.8	-3.7	-2.4
CCOc1ccc2[nH]c(C(=O)N/N=C/c3ccc(OC)cc3)cc2c1	0.8	-1.6	-0.9	-3.5	5.7	3.5	-284.8	0.6	1.6
O=C(Nc1nnc(-c2ccccn2)o1)c1cccc(Cl)c1	2.5	-4.7	0.4	-17.4	12.1	-3.2	-1.2	9.8	-27.3
Cc1cc(C)n(-c2ccc(C(=O)OCC(=O)Nc3ccccc3[N+](=O)[O-])cc2)n1	2.7	-12.8	0.0	5.4	0.1	12.5	9.4	0.0	-9.4
COCCNC(=O)C(c1ccc(F)cc1)N(Cc1ccco1)C(=O)CCC(=O)Nc1ccccn1 (stereo not given)	0.9	-7.6	0.0	-33.3	0.3	-7.3	2.5	0.5	11.9
O=C1/C(=C/c2ccccn2)SC(=S)N1NS(=O)(=O)c1ccccc1	3.6	-6.4	-2.7	-18.7	-2.4	-17.8	31.5	-4.7	-19.5
O=C(O)CCSc1nnc(-c2ccccc2)n1-c1ccccc1	1.0	-0.8	-2.8	9.0	-0.8	-12.5	2.3	5.0	-1.3
S=C(Nc1ccccc1)Nc1ccc(Cl)cc1Cl	1.6	3.2	0.0	-2.8	-1.2	-12.4	26.4	-3.4	0.2
COC(=O)/C=C(\C)NC(=O)c1cccs1	0.9	-0.5	-1.4	-31.7	-6.9	-16.4	-3.9	-16.0	-8.2
CCOC(=O)C1CCN(S(=O)(=O)c2ccccc2)CC1	0.8	0.7	-1.5	-11.9	-1.6	1.7	10.9	-1.8	7.9
CC(C)c1cc(C(=O)N2CCCC(CCC(=O)N3CCN(c4ccccn4)CC3)C2)no1 (stereo not given)	-1.5	-4.9	-3.1	4.5	2.3	-9.2	1.3	-6.6	-13.5
O=[N+]([O-])c1c(NCCCO)cc(Sc2nc3ccccc3s2)c2nonc12	-12.7	10.9	-6.5	81.6*	79.6*	77.2*	26.3	90.8*	-67.3
Cc1oc2nc(SCC(=O)NCc3cccnc3)nc(N)c2c1C	1.0	4.5	5.1	-10.5	1.9	-12.1	22.0	3.8	5.6
CCOC(=O)c1c(NC(=O)CN2CCN(C(=O)c3ccco3)CC2)sc2c1CCCC2	-0.9	-2.5	-6.0	-1.1	3.5	-15.6	8.5	2.7	13.4
CC1(C)Cc2c(sc(NC(=O)c3ccc(C(=O)c4ccccc4)cc3)c2C#N)C(C)(C)N1	9.8	-3.0	-6.6	1.1	-3.7	-19.0	17.3	10.3	-2.2
CC1(C)OC(=O)C(=CNc2ccccc2F)C(=O)O1	-1.4	-0.4	-3.9	-0.9	-6.1	-5.8	1.6	1.4	-2.5
CCCNC(=O)NC(=O)COC(=O)CC(NC(N)=O)c1ccc(Cl)cc1 (stereo not given)	1.1	-10.5	-0.2	-7.8	0.8	8.5	9.3	-4.5	1.0
COc1ccc(-c2cn3c(C)c(C(=O)N4CCN(c5ccc(F)cc5)CC4)sc3n2)cc1	1.9	-5.8	-4.0	8.6	0.8	5.1	20.4	7.0	-1.7
CC(=O)N(Cc1ccc(F)cc1)C1=C(NCCc2ccccc2)C(=O)c2ccccc2C1=O	-2.7	21.1	0.0	47.7	29.8	48.5	76.0*	31.2	-67.4
CC(NS(=O)(=O)c1ccc2c(c1)CC(C)N2C(=O)C1CC1)c1ccccc1 (stereo not given)	1.1	-4.0	1.7	6.9	-3.5	-17.2	6.6	-3.2	4.1
O=C(CN1CCN(S(=O)(=O)c2ccccc2)CC1)Nc1ccc2c(c1)CCC2	-0.2	-7.8	0.2	-22.3	-9.2	-0.2	10.8	-12.1	0.5
O=C(CN1CCOCC1)Nc1scc(-c2ccccc2)c1C(=O)N1CCOCC1	-0.6	-0.9	-0.9	-7.0	3.7	13.1	9.8	-4.3	-0.6
CCCNC(=O)OC[C@H]1O[C@H](CCO/N=C/[C@@H](NS(=O)(=O)c2ccc(C)cc2)[C@H](C)/C=C/CC(=O)OC)C=C[C@@H]1Oc1ccc(OC)cc1	x	x	-4.9	-13.9	9.7	x	x	-12.8	-6.3
COc1ccc(-c2nn(-c3ccccc3)cc2/C=N/NC(=O)c2cccc(S(=O)(=O)Nc3ccccc3Cl)c2)cc1	-0.4	-7.9	-5.8	-6.3	-10.9	5.9	-194.1	-2.6	-17.3
COc1ccc(CCN(C)C(=O)CN2C(=O)NC3(CCCCCC3)C2=O)cc1OC	-0.7	-1.6	9.2	-11.5	4.4	-12.8	11.3	-5.6	6.5
Cc1ccc(-c2ccnc3nc(Sc4ncc(C(F)(F)F)cc4Cl)nn23)cc1	-0.1	5.1	-6.6	3.8	0.2	1.8	-281.5	-0.5	20.3
Nc1nnc(CC(=O)N/N=C/c2ccc(-c3ccccc3)o2)s1	-3.1	3.7	3.1	-6.2	-9.3	3.7	-151.9	-13.3	-31.5
O=C(COC(=O)c1nn(-c2ccccc2C(F)(F)F)cc1O)c1ccc(OC(F)F)cc1	-0.7	-5.2	3.6	-2.5	-8.2	1.8	9.0	-3.8	1.4

One compound at a time, from the list above. Order of screens: SENP1 inh | HKDC1 inhibitor | beta cell repl | SENP6 block | SENP7 block | PfG6PD inh | SENP8 block-1 | SENP8 block-2 | UBC13 inh
O=C(NCc1nnc2n1CCCCC2)c1ccc(Cl)cc1Cl is listed as 2.6 | -7.0 | -2.2 | -14.7 | -4.8 | -17.1 | 30.8 | 3.6 | 0.6
COc1ccc(-c2nn(-c3ccccc3)cc2/C=N/NC(=O)c2cccc(S(=O)(=O)Nc3ccccc3Cl)c2)cc1 is listed as -0.4 | -7.9 | -5.8 | -6.3 | -10.9 | 5.9 | -194.1 | -2.6 | -17.3

(next part)
mol	SENP1 inh	HKDC1 inhibitor	beta cell repl	SENP6 block	SENP7 block	PfG6PD inh	SENP8 block-1	SENP8 block-2	UBC13 inh
O=C(Nc1ccc(Cl)cc1)N1CCN(Cc2ccc3c(c2)OCO3)CC1	3.2	-0.8	-2.0	1.0	7.2	6.5	11.1	-4.6	0.3
O=C(Nc1ccccc1N1CCCCC1)C1CC(=O)N(c2ccccc2F)C1 (stereo not given)	-2.4	1.5	4.4	12.3	1.8	7.0	-3.9	-5.1	-2.7
COc1cc2nc(CN3CCN(S(=O)(=O)c4cc(C)ccc4C)CC3)[nH]c(=O)c2cc1OC	1.2	12.6	3.7	-15.1	1.9	-2.1	1.3	0.6	8.8
CNC(=S)Nc1ccc([N+](=O)[O-])c(C)c1	3.3	-7.2	0.8	7.6	-6.8	-1.7	19.3	-4.7	-12.9
Cc1cc(=O)oc2cc(OCC(=O)NCc3ccccn3)ccc12	-0.1	-2.6	-1.6	1.7	-6.6	2.3	-242.6	1.7	-5.8
COc1ccc(NC(=O)CN2CCN(S(=O)(=O)c3cccs3)CC2)cc1Cl	1.2	1.5	-3.0	-0.8	4.3	12.1	8.1	3.2	17.2
COc1ccc(C2CC(=O)c3cnc(N4CCc5ccccc54)nc3C2)c(OC)c1 (stereo not given)	x	x	0.8	14.6	4.1	x	x	-7.5	u
CC(=O)Nc1c(C(=O)NCc2ccccc2)nnn1Cc1ccccc1	-0.2	3.2	-1.6	-3.6	5.0	-13.4	17.4	3.8	-6.0
CCCCCOC(=O)C1=C(C)NC(=O)NC1c1ccc(OC)cc1 (stereo not given)	1.9	-5.3	-0.4	0.1	0.6	-19.5	11.3	4.2	6.0
Cc1c(C(=O)OC2CCC(C)CC2)[nH]c2c1C(=O)CCC2 (stereo not given)	0.1	-0.1	-3.5	49.5	24.9	13.1	20.3	30.1	3.8
Cc1c(NC(=O)COC(=O)CSc2ccc(C(N)=O)cc2[N+](=O)[O-])c(=O)n(-c2ccccc2)n1C	0.5	-1.6	-1.7	0.0	-0.5	-21.2	1.6	-5.3	-8.8
C/C(=N\NC(=O)c1nnn(-c2nonc2N)c1CN(C)C)c1ccco1	1.0	-3.2	0.2	-6.6	-18.5	9.9	12.0	-8.3	-15.0
CS(=O)(=O)c1ccccc1C(=O)Nc1cccc2ncccc12	-10.5	-3.6	0.0	0.7	1.4	-6.1	5.9	-4.2	0.4
CN(CC(=O)N1CCN(c2ncccn2)CC1)S(=O)(=O)c1ccc(Cl)cc1	0.2	-9.1	-1.5	3.8	-4.8	13.2	-6.6	-6.6	-5.9
CCOC(=O)c1c(C)[nH]c(C(=O)OCC(=O)Nc2cc(C)ccc2OC)c1C	-11.6	1.2	-3.1	-6.1	-4.1	0.9	12.1	13.7	-22.9
Cc1nc(NCc2ccco2)[nH]c(=O)c1CCC(C)C	-1.8	16.0	-1.7	1.9	9.4	11.3	9.0	-5.3	-5.1
Cc1oc2cc3oc(=O)c(CC(=O)N[C@H](C(=O)N[C@@H](C(=O)O)c4ccccc4)C(C)C)c(C)c3cc2c1C	-27.9	-2.4	1.8	6.9	5.6	1.3	-172.9	7.1	2.6
Nc1cc(C(=O)OCC(=O)N2CCOCC2)ccc1Cl	3.0	-2.9	0.5	-11.5	-5.1	0.3	-245.4	-18.5	-2.4
CCOC(=O)CSCC(=O)Nc1c(C(=O)C2CC2)oc2ccccc12	1.0	5.5	-0.4	-42.1	2.2	-4.2	-8.2	8.6	-6.7
CCOC(=O)c1nc(C)n(-c2cc(OC)c(Cl)cc2Cl)n1	0.9	-11.6	0.2	10.7	1.8	-21.4	9.5	2.3	8.7
COC(=O)c1cccc2c(C(=O)O)cc(-c3ccccc3)nc12	1.0	4.4	x	x	x	-5.2	-15.5	x	x
COc1ccc(-c2csc3nc(-c4ccccc4F)oc(=O)c23)cc1OC	-2.1	21.3	-4.4	-2.6	2.9	12.8	-58.2	-7.9	42.9
O=C(COC(=O)C12CC3CC(CC(O)(C3)C1)C2)NCCc1ccc(Cl)cc1	-0.6	9.6	-2.9	-9.6	4.3	-27.7	7.6	-1.2	-0.2
O=C(CN1CCN(c2cccc(Cl)c2)CC1)c1ccc(O)cc1O	0.5	-3.2	-1.8	-7.9	-2.3	-17.2	19.0	-7.3	-3.6
